# Screens from PubChem.
# mcGAS RapidFire = mouse cGAS inhibition by mass spec; Q8C6L5; recombinant mouse cGAS, cGAMP by RapidFire MS; inhibition, % at 12.5 µM; 130,000 compounds, 0.18% hits; AID 1259397;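 active means inhibition of cGAS enzyme activity at or above 60%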;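 further: enzyme stimulated by 45 bp dsDNA with ATP and GTP substrates; cGAMP share of summed cGAMP plus half ATP and half GTP signals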
# Target sequence (Q8C6L5 whole entry, looked up): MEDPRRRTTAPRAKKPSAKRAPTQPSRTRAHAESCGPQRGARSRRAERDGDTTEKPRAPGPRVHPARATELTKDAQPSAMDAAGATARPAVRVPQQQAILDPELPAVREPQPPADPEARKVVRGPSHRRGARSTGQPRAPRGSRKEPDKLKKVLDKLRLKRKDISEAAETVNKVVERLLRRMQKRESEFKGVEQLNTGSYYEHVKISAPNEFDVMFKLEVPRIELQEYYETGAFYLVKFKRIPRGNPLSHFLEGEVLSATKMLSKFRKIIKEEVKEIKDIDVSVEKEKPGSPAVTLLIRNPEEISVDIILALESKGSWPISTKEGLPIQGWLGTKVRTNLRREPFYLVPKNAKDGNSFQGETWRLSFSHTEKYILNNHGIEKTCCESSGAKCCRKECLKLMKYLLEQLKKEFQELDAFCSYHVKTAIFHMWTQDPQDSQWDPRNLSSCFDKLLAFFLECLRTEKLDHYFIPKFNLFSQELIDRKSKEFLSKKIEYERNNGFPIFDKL
# An asterisk follows results filed as active; & = joins results of further samples.
mcGAS RapidFire	mol
-14	CC1(C(=O)NS(=O)(=O)Cc2ccccc2C(F)(F)F)CCN1C(=O)c1cccc(F)c1 (stereo unspecified)
-30	O=C(NCc1ccco1)N1CCCC(c2n[nH]c(=O)n2-c2ccccc2)C1 (stereo unspecified)
-46	CC(N)=C(C#N)C(=O)CSc1nnnn1C
-7	COc1ccccc1-n1c(CNC(=O)c2ccccc2C(F)(F)F)nnc1SCC(=O)Nc1ccccc1F
-2	O=C(Nc1ccc(-c2ccccc2)cc1)c1ccc(=O)[nH]c1
18	N#CC(C(N)=O)=C1CCCCC1
-3	CC#CC(=O)N1CCC(n2nccc2NC(=O)CCc2ccccc2)CC1
12	O=c1cc(CNc2nccc(CCC(F)(F)F)n2)nc[nH]1
-6	Cc1cc(NC(=O)CSC(C)c2c(F)cccc2F)n(C(C)(C)C)n1 (stereo unspecified)
-6	CN(Cc1nc2ccccc2n1C)C(=O)CCN(C)S(C)(=O)=O
-5	N#CC(=Cc1ccco1)c1nc(-c2cc3ccccc3o2)cs1
-3	O=C(O)c1cccc(S(=O)(=O)Nc2ccc(F)c(Cl)c2)c1
-5	CCc1nc(CC)n(CCCS(C)(=O)=O)n1
-16&-5	COc1cccc([C@H](C)n2ccnc2-c2nc[nH]c2C)c1
-4	Cn1nc2c(c1NC(=O)c1ccc(F)cc1)CCC2
10	CC(C(=O)N1CCCn2nc(C(=O)O)cc2C1)c1n[nH]c(=O)c2ccccc12 (stereo unspecified)
-7	CN(CC(=O)Nc1ccc(F)cc1)CC(=O)N(CCC#N)c1ccccc1F
-28	CCn1c(CC2CCN(CCc3ccccc3)CC2)n[nH]c1=O
-4	C=CCSc1nc2c(c(=O)[nH]1)C(c1ccc(F)cc1)C(C(=O)OC(C)C)=C(C)N2 (stereo unspecified)
-6	CN(C)C(=O)c1cccc(NC(=O)Cn2nnc3ccccc3c2=O)c1
-17	CN(C)C1CCN(CC(=O)Nc2cccc(NC(=O)Cc3ccccc3)c2)C1 (stereo unspecified)
-11	CCOC(=O)C1=C(C)N(C)C(=O)NC1c1cccc2ccccc12 (stereo unspecified)
-7	COc1cccc(OC)c1OCc1nc(C(=O)O)cs1
-7	O=C(c1csnn1)N1CCc2onc(-c3cccc(F)c3)c2C1
-8	O=c1[nH]c2ccccc2cc1-c1cc(NCc2ccccn2)nc2[nH]ccc12

mcGAS RapidFire	mol
-8	Cc1c(C(=O)Nc2cccc(Oc3ccccc3)c2)sc(=O)n1CC(=O)N(C)C
-9	CCCOc1ccccc1OCc1nnc(C2CC2)o1
-8	Cc1cc(C)n(-c2ccc(NC(=O)NC3CC3c3cccc(F)c3)cc2F)n1 (stereo unspecified)
1	Cc1ccccc1C(CC(=O)O)c1cnc2c(C)cccn12 (stereo unspecified)
-14	Cc1nc(CC(=O)NC2CCCc3c2cnn3-c2ccc(F)cc2F)cs1 (stereo unspecified)
-6	COc1ccccc1OCC(=O)NCc1nc(C(C)(C)C)cs1
37	CCCCC(O)=C1C(=O)CC(C)(C)CC1=NCCCCCC(=O)O
-10	CCn1cc(CN(C)C(=O)c2cccc(NCc3ccccn3)c2C)cn1
3	COC(=O)c1sc(N)c(C(=O)OC)c1COC(=O)CCC1CCCCC1
-4	COCCNC(=O)NC(=O)CN(Cc1ccccc1)c1ccc(C)cc1
-31	CNC(=O)CC1CCN(C(=O)NCc2cc(C(C)C)no2)CC1
-8	COc1ccc(-c2[nH]nc3c2C(c2cc(OC)c(O)c(OC)c2)C(C#N)C(=N)O3)cc1 (stereo unspecified)
-9	O=C(Nc1cc(Cl)ccc1N1CCOCC1)c1ccco1
-5	Cc1cccc2oc(Cc3cccc(N)c3)nc12
-1	COc1cc(C)ccc1Oc1cc(N2CCNC(C)C2)ncn1 (stereo unspecified)
0	COc1ccc(C(=O)N2CCSC23CCNCC3)cc1
-9	COc1ccc(-c2cn(-c3ccc(C(C)C)cc3)c(=S)[nH]2)cc1OC
-12	COc1ccc2c(c1)CCCC2CC(=O)NCc1c(C)noc1C (stereo unspecified)
-1	CCOC(=O)C1(Cc2ccccc2Cl)CCN(C(=O)c2cc(OC)ccc2OC)CC1
1	N#CC1C(=N)Oc2cc(N)ccc2C1c1ccc(Cl)cc1Cl (stereo unspecified)
-20	CO/N=C(/C(=O)NC1C(=O)N2C(C(=O)OCOC(=O)C(C)(C)C)=C(/C=C\c3scnc3C)CSC12)c1csc(N)n1 (stereo unspecified)
-7	OC(CNc1cccc(F)n1)COCC1CC1 (stereo unspecified)
-1	CC(=O)Nc1ccc(NC(=O)CSc2ccc(-c3sc(-c4cccnc4)nc3C)nn2)cc1
-1	CC(=O)NC1CCCN(C(=O)C2CC(=O)N(C)c3ccccc32)C1 (stereo unspecified)
-2	O=[N+]([O-])c1ccc(Cl)c2cccnc12

mcGAS RapidFire	mol
-2	Cc1cccnc1NC(=O)CCc1c(C)nn(-c2nc(C)c(C)c(=O)[nH]2)c1C
-8	Cc1nnc(NC(=O)N(C)CC2COc3ccccc3O2)s1 (stereo unspecified)
6	CC(C)CNc1ccc2c(n1)C(=O)N([C@H](C)C(=O)NCC(C)(C)C)C2
-4	Cc1cn2c3c(=O)n(Cc4ccc(Cl)cc4)c(=O)n(C)c3nc2n1CCO
-2	CNC(C)c1cccs1 (stereo unspecified)
-9	COCCOc1ccc(-c2cc(C)nc(N)n2)cc1
-8	Cc1nnc(SCCCNC(=O)c2cc3n(n2)CCN(C)C3)s1
3	Cc1cc(Cl)ccc1Nc1nc(N2CC(C)OC(C)C2)nc2nccnc12 (stereo unspecified)
7	CC1NC(=S)N(C(C)c2cccnc2)C1=O (stereo unspecified)
-8	CCCC(C)NC(=O)C1CCCN(C(=O)C2CC23CCOCC3)C1 (stereo unspecified)
-9	Cc1nc2cc(F)ccc2cc1C(=O)NC1(C(=O)O)CCCCC1
-1	Cn1cc(-c2nc(-c3ccc4c(c3)CCC4)cs2)cn1
0	CC(=O)c1sc2nc(CN3CCN(C(=O)C4CCCO4)CC3)[nH]c(=O)c2c1C (stereo unspecified)
0	O=C(Nc1ccc2c(c1)CN(C(=O)C#Cc1ccccc1)CC2)C1CCCO1 (stereo unspecified)
4	CCOC(=O)Cn1c(N2CCCCC2)nc2c1c(=O)[nH]c(=O)n2C
-4	CSc1ncc(CN2CCN(Cc3ccccc3F)C(CCO)C2)cn1 (stereo unspecified)
-8	Cc1cccc(CN2CCN(S(=O)(=O)NCc3ccccc3)C(C)C2=O)c1 (stereo unspecified)
-8	Cc1ccc(S(=O)(=O)NCCC(=O)N(C)CCN2CCOC2=O)c(C)c1
-14	c1ccc(CCc2nc(-c3cccc(-n4cnnc4)c3)n[nH]2)cc1
-9	CS(=O)(=O)c1ccc(N2CCCC2C2CCCc3ccccc32)c(S(C)(=O)=O)c1 (stereo unspecified)
-7	CC(c1ccccn1)N(C)Cc1cc2ccccc2n1C (stereo unspecified)
-27	CC(C)S(=O)(=O)CC(=O)N(Cc1ccsc1)c1ccccc1
-12	COCc1ncc(CN2CCN(c3nccc4ccccc34)CC2)cn1
0	CC(C#N)Sc1ccccc1Br (stereo unspecified)
-8	CC(=O)NNC(=O)CSc1nc2ccccc2o1

mcGAS RapidFire	mol
-5	Cc1ccc2n1CCN(C(=O)CC1OCCc3ccccc31)C2C (stereo unspecified)
1	Cc1ccc(C(C)(C)C)c(OCCC#N)c1
20	COc1ccc(C(C[N+](=O)[O-])n2nc(C)cc2C)cc1 (stereo unspecified)
-11	CC(CNC(=O)Nc1ccc(CCC(=O)N2CCCC2)cc1)N(C)C (stereo unspecified)
-5	CNC(=O)CN1CCN(c2nc(C)c(Cc3ccccc3)c(C)n2)CC1
-2	COc1ccc(-c2nn(-c3ccccc3C)cc2CN(C)C(C)c2ccon2)cc1F (stereo unspecified)
-23	CCOC(=O)C(C(=O)OCC)=C1OC(=O)c2ccccc21
1	CCSc1ccccc1C(=O)Nc1cc(-c2cccs2)nn1-c1nc(C)c(C)c(=O)[nH]1
-5	O=C(NCCNc1ccc(Nc2ccncc2)nn1)Nc1ccccc1Cl
2	O=C(NCc1ccco1)N1CCC(n2cc(-c3ccccn3)nn2)CC1
-10	CCc1nnc(CNC(=O)c2cccc(CC3CCNCC3)c2)s1
-7	COc1ccc(-c2[nH]ncc2CNC(C)c2ccccc2Cl)cc1F (stereo unspecified)
-3	COc1ccc(CN(C)CC(=O)Nc2oc(C)c(C)c2C#N)cc1OC
-12	Fc1ccc(F)c2c1CCN(Cc1cc3n(n1)CCNC3)C2
-7	CCOC(=O)c1c(C)[nH]c(C(=O)C(C)N2CCN(C(=O)OCC)CC2)c1C (stereo unspecified)
-1	O=C1CC[C@@H]2CO[C@@H](c3ccccc3)N3C(=O)CC[C@H]3CO[C@H](c3ccccc3)N12
-34	CCCC(NC(=O)Cc1cccc2cccnc12)c1ccccc1 (stereo unspecified)
-6	COc1ccc(Nc2nc(NCc3ccccn3)nc3[nH]ncc23)cc1
-13	Cc1cc(N2C(=O)c3oc4ccc(Cl)cc4c(=O)c3C2c2cccnc2)no1 (stereo unspecified)
5	Cn1ccc(NS(=O)(=O)/C=C/c2ccc(Cl)cc2)n1
-2	CC(Cc1cccs1)N(Cc1ccc(Cl)cc1)C(=O)C1CC1 (stereo unspecified)
-10	Cc1cccc(N2CC(=O)NC2=Nc2nc(C)cc(C)n2)c1
-3	O=c1nccc(C(F)(F)C(F)(F)F)[nH]1
1	O=C(O)C[C@H](O)C[C@H](O)/C=C/c1c(C2CC2)nc2ccccc2c1-c1ccc(F)cc1
-45	CN(Cc1noc(C2CCC2)n1)C(=O)COc1cccnc1

mcGAS RapidFire	mol
-11	COc1ccc2nc(N(Cc3cccnc3)C(=O)c3cc(C)nn3C)sc2c1
-25	Cc1nc(CN(C)Cc2ccccc2-c2ccccc2)no1
-27	CN(c1ccc(O)cc1)c1nc(-c2cccs2)cs1
4	C[C@H](NC(=O)c1ccc2nc(-c3ccccc3)c(-c3ccccc3)nc2c1)[C@H](O)c1ccccc1
1	O=C(CN(Cc1nccn1C(F)F)C1CC1)Nc1ccccc1N1CCCC1=O
-29	COC(=O)c1ccc(C)c(NC(=O)c2cc(-c3ccccc3)on2)c1
-15	CC(C)C(NC(=O)CN1C[C@@H](C)O[C@@H](C)C1)c1nccn1C (stereo partly specified)
-17	Fc1ccc(CNCc2cccnc2N2CCOCC2)cc1F
4	CC(C)CCNC(=O)c1ccccc1SCC(=O)N(C)C
-11	C=CCn1c(=O)c2c(nc3n(-c4ccc(OC)cc4OC)c(C)c(C)n23)n(C)c1=O
-11	Cc1ccc(NC(=O)CNc2cccc(C#N)c2)c(F)c1
-4	CCOc1ccc(Cl)cc1CSc1nnc(CC)n1N
-3	CCn1cc(/C=C/C(=O)Nc2ccc(Cn3nc(C)c(Br)c3C)cc2)cn1
-9	Cc1ccc(-n2nc3c(c2NC(=O)Cc2cccs2)CSC3)cc1C
-2	O=C(O)COc1cc(Br)c(Br)c(Br)c1O
-5	COc1ccccc1-c1cc(C(=O)NC(C)c2cnn(-c3ccccn3)c2C)[nH]n1 (stereo unspecified)
-22	Cc1cc(-n2nc(N)nc2N)n2ncnc2n1
3	CCc1ccc(S(=O)(=O)c2ccc(-n3nc(C)cc3N)cc2)cc1
-4	Cc1nn(-c2ccccc2)c2nc3cccc(=O)n3c(-c3ccc(Cl)cc3)c12
31	CCOC(=O)C(N)CSc1nc(-c2cnn(C)c2)cc(C(F)(F)F)n1 (stereo unspecified)
0	COc1ccccc1O
4	Cc1[nH]ncc1C(=O)Nc1cccc(Cl)c1O
-4	CCc1cc(N2CCCC2C(=O)N(C)C)nc(CN2CCCC2C(=O)N(C)C)n1 (stereo unspecified)
-6	Fc1ccc2c(c1)C(=NNc1nncc3ccccc13)CCS2
-4	O=C(O)c1ccccc1C1CCN(Cc2ccccc2-n2cccn2)C1 (stereo unspecified)

mcGAS RapidFire	mol
-2	C[N+](C)(C)CCCCCNCC12CC3CC(CC(C3)C1)C2
-10	Cc1cccc(OCCNC(=O)CN2C(=O)NC3(CCCC3)C2=O)c1
-3	CC(C)c1cncnc1N1CC(c2cccnc2)C1
0	C=C(C)CN(C)Cc1ccc(C(=O)Nc2ccc3c(c2)OCO3)cc1
-10&-3	COc1cccc(-c2ccccc2NC(=O)C2CCN(Cc3cccc(C)n3)CC2)c1
-15	C=CCn1c(SCCCC)nc(O)cc1=O
1&46	NC[C@@H]1O[C@H](O[C@@H]2[C@@H](CO)OC(O[C@@H]3[C@@H](O)[C@H](N)C[C@H](N)[C@H]3OC3O[C@H](CN)[C@@H](O)[C@H](O)[C@H]3N)[C@@H]2O)[C@H](N)[C@@H](O)[C@@H]1O (stereo partly specified)

# This is a subset (hit frequency here may not be typical).
